TRb SRC2 PPI: TRbeta-SRC2 interaction inhibition. TRbeta-SRC2 peptide binding, fluorescence polarization; receptor liganded with 1 µM T3. Potency, µM (top dose mostly 106 µM), for the others: at the highest dose activity change, negative = inhibition, most hits filed as inhibitors. 0.065% of 280,000 active. P10828. AID 1469;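 note: plate controls were bound peptide for no effect and peptide without receptor for full effect; nearly all actives have a fitted effect of over 50% in size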
Target sequence (P10828 whole entry, looked up): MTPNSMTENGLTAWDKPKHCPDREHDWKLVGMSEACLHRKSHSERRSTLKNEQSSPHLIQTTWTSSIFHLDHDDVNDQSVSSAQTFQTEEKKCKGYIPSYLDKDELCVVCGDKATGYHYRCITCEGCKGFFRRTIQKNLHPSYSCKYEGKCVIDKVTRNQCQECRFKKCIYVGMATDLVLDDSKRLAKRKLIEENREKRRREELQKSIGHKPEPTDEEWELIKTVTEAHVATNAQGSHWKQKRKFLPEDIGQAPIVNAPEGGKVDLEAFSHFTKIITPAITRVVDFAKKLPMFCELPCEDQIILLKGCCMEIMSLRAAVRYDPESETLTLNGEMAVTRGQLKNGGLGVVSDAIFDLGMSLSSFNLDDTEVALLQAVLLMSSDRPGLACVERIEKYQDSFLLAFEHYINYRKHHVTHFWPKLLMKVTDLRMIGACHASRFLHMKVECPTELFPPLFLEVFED
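Human TRb ligand-binding domain (0.6 uM) is mixed with 20 nM Texas Red SRC2 peptide and 1 uM T3; after compound addition and 5 hr at ambient temperature, polarization is measured and normalized to unbound and bound controls.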
Tau fibril ThT: inhibitors of human tau fibril formation, thioflavin T binding; P10636; recombinant tau K18 P301L, heparin-induced fibrillization, ThT fluorescence; Potency, µM (titrated, usually from 57.4 µM), without a hit: at the highest dose activity, negative = inhibition, actives largely listed as inhibitors; 2.1% of 270,000 active; AID 1460; note: nearly all actives have a fitted effect of over 55% in size
Target sequence (P10636 561-689 P618L limits assumed): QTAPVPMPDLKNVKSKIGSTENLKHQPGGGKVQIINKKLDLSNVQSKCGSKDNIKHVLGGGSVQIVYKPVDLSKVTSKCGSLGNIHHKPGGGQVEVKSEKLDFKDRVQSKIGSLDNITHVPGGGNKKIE
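Tau K18 P301L fragment (15 uM unlabeled plus 0.24 uM Alexa 594-labeled) in 100 mM sodium acetate pH 7 with compound, fibrillization induced by 20 uM heparin for 6 hr at 37 C. Thioflavin T (30 uM) added, fluorescence read after 1 hr (ex 450, em 510 nm).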
TR SRC2 fluor cs: alters Texas Red total fluorescence, flagging assay interference; TRb/SRC2 Texas Red total fluorescence interference; Potency, µM (titrated, usually from 106 µM), for the others: at the highest dose fluorescence change, negative = quenching; 0.29% of 280,000 active; AID 1479; active = well fitted curve in either direction with a large enough effect; inconclusive = small, poorly fitted or top-dose-only effect
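Human TRb ligand-binding domain at 0.6 uM with 20 nM Texas Red SRC2 peptide in Tris buffer containing 1 uM T3 and 5% DMSO, incubated with compound 5 h at ambient temperature. Total fluorescence (555/632 nm) calculated as parallel + 2 × perpendicular.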
Tau fibril FP: blocks human tau fibril formation measured by polarization; Potency, µM (highest dose often 57.7 µM), inactives show at the top dose activity, negative = inhibition, actives largely listed as inhibitors; K18 P301L tau heparin fibrillization, Alexa594 FP, 6 h; AID 1468; P10636; 0.39% of 280,000 active; note: nearly all actives have a fitted effect of over 55% in size
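Heparin (20 uM) drove fibril formation of recombinant tau K18 P301L, 15 uM unlabeled with 0.24 uM Alexa 594 label, for 6 hr at 37 C in 100 mM sodium acetate pH 7. Fluorescence polarization (555/632 nm) read 1 hr after 30 uM ThT.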
Tau fluor cs: counter-screen for tau fibril formation inhibitors; 0.93% of 280,000 active; Potency, µM (doses to about 57.7 µM), inactives show at the highest dose activity change, negative = decrease; tau K18 P301L (four-repeat tau fragment) Alexa594 fluorescence, heparin fibrillization; note: nearly all actives have a fitted effect of over 55% in size
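Human K18 P301L tau (15 uM unlabeled plus 0.24 uM Alexa 594-labeled, final) in 100 mM sodium acetate pH 7 was mixed with compound and 20 uM heparin and incubated 6 hr at 37 C.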
ALDH1A1 block: inhibitors of human aldehyde dehydrogenase 1A1; Purified ALDH1A1, NADH fluorescence, propionaldehyde substrate; Potency, µM (doses to about 75.3 µM), inactives show at the top dose activity, negative = inhibition, most hits filed as inhibitors; 7.3% of 220,000 active; AID 1030; active = well fitted inhibition curve with a large enough effect, not every such curve was filed as active; inconclusive = small, poorly fitted or top-dose-only effect, or another doubt; inactive = no such curve, though single readings can be large or run the other way;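 note: plate controls were no enzyme wells and a reference inhibitor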
L3MBTL1 inh: inhibitors of human L3MBTL1; Q9Y468; AlphaScreen L3MBTL1–H3K9me1 peptide binding; Potency, µM (top dose mostly 57.1 µM), for the others: top-dose activity, negative = inhibition, actives largely listed as inhibitors; 0.66% of 230,000 active; AID 485360; note: nearly all actives have a fitted effect of over 60% in size
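L3MBTL1 (50 nM) pre-complexed 30 min with biotinylated H3(1-15)K9me1 peptide (75 nM), then compounds added for 30 min at room temperature; AlphaScreen streptavidin donor/nickel chelate acceptor beads (10 ug/mL final) read after 30 min dark incubation.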
aGal spleen mod: inhibits or activates alpha-galactosidase in human spleen homogenate. P06280. human spleen homogenate, 4MU-alpha-Gal fluorescence, 40 min. Potency, µM (top dose mostly 80 µM), for inactives: top-dose activity change, negative = inhibition, hits mostly inhibitors. 0.008% of 240,000 active;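 note: 0% = enzyme with vehicle and -100% = no enzyme basal signal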
Target sequence (P06280 32-429 limits assumed): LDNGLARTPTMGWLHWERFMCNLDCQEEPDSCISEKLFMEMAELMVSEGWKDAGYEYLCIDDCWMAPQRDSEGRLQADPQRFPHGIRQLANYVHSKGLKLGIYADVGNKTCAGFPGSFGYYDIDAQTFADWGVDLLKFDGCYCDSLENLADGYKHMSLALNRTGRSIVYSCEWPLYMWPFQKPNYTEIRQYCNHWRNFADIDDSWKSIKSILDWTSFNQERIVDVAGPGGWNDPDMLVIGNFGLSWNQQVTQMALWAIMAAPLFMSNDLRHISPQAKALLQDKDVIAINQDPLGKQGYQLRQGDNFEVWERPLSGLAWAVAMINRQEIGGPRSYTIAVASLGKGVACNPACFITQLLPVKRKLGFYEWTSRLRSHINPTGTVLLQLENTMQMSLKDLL
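Inhibition or activation of alpha-galactosidase in human spleen homogenate is scored by 4-MU fluorescence after 40 min at 37C, pH 5.0, with 1 mM substrate. AC50s come from concentration-response fitted to the Hill equation.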
An asterisk follows results filed as active; ? = inconclusive; · = no result given; [ ] = dose if it differs, or a comment. Unless noted, calls come from the whole dose curve; as a rule, active = well fitted curve in the direction sought with a large enough effect; inconclusive = small, poorly fitted or top-dose-only effect, or another doubt; inactive = no such curve, though single readings can be large; an effect the other way counts as inactive or inconclusive. Unless noted, % is set by controls: 0 for no effect and ±100 for the full control effect; potency is the fitted concentration of half-maximal effect. This is a random part of the collection; any-hit rate near 8.5%.

Abbreviations: A = TRb SRC2 PPI; B = Tau fibril ThT; C = TR SRC2 fluor cs; D = Tau fibril FP; E = Tau fluor cs; F = ALDH1A1 block; G = L3MBTL1 inh; H = aGal spleen mod
CC(=O)c1ccc(NC(=O)c2cc(-c3ccc(C)s3)nc3ccccc23)cc1
  A = 2% | B = 10% | C = 2% | D = -6% | E = -18% | F = · | G = · | H = ·
COc1ccc(NC(=S)NCc2cccs2)cc1
  A = -4% | B = -7% | C = -3% | D = 3% | E = -8% | F = -1% | G = -5% | H = 4%
CC(C)(C)CC(C)(C)NC(=S)Nc1ccc2nc(-c3ccccn3)c(-c3ccccn3)nc2c1
  A = -3% | B = ? | C = 0% | D = 4% | E = ? | F = ? | G = -1% | H = -1%
CC(C)CC(=O)Nc1ncnc2c1C(=O)CC(C)(C)C2
  A = -8% | B = 6% | C = 0% | D = 12% | E = 8% | F = -1% | G = -2% | H = -10%
COC(=O)c1cccc(S(=O)(=O)N2CCOCC2)c1
  A = -2% | B = -6% | C = -1% | D = 6% | E = -2% | F = 12% | G = · | H = -9%
CC(=O)c1ccc(NC(=O)c2ncn(-c3ccccc3)n2)cc1
  A = -8% | B = ? | C = 0% | D = -15% | E = -16% | F = · | G = · | H = ·
COCC(=O)N1CCCN(c2nc3c(C)cccc3cc2C#N)CC1
  A = -1% | B = -3% | C = -2% | D = 4% | E = 4% | F = ? | G = · | H = 2%
Cc1cc(C(F)(F)F)n2ncc(-c3ccc(F)cc3)c2n1
  A = -4% | B = -4% | C = -3% | D = -2% | E = 3% | F = 13% | G = · | H = 6%
CCc1ccc(NC(=O)Cn2ccn(-c3cccc(Cl)c3)c(=O)c2=O)cc1
  A = 2% | B = -3% | C = -15% | D = -2% | E = 0% | F = · | G = -6% | H = ·
CCCCOc1ccc(C(=O)Nc2ccc(N3CCN(C(=O)C(C)C)CC3)cc2)cc1
  A = 1% | B = 2µM* | C = -6% | D = -1% | E = -26% | F = -2% | G = 1% | H = 5%
O=C(NCc1ccc2c(c1)CCN2C(=O)c1ccncc1)c1ccccc1Cl
  A = -5% | B = 5% | C = 1% | D = -6% | E = -1% | F = · | G = · | H = ·
NC(=O)/C(=C/c1cccnc1)NC(=O)c1ccccc1
  A = -2% | B = 3% | C = 7% | D = 4% | E = 3% | F = · | G = 9% | H = -7%
COc1ccc(Cc2nnc(N/N=C/c3ccc(N(C)C)cc3)[nH]c2=O)cc1OC
  A = 5% | B = -6% | C = -1% | D = -2% | E = -11% | F = · | G = 4% | H = -6%
O=S(=O)(c1ccc(-c2ccon2)s1)N1CCN(CCN2CCOCC2)CC1
  A = 5% | B = ? | C = 0% | D = 6% | E = -15% | F = · | G = -11% | H = 7%
COC(=O)C1=C(C(=O)OC)C(c2cc(Cl)ccc2O)c2sc(=O)[nH]c2S1 (centres undefined)
  A = -4% | B = 25µM* | C = -4% | D = -13% | E = ? | F = 32µM* | G = -6% | H = 1%
Cc1cc(N=Cc2c(O)n(-c3cccc(Cl)c3)c(=O)c3ccccc23)no1
  A = 4% | B = ? | C = 0% | D = ? | E = -5% | F = -11% | G = 5% | H = -6%
Cc1cc(C)c(C)c(OCC(=O)N2CCOCC2)c1
  A = 4% | B = 4% | C = -6% | D = 7% | E = -2% | F = 1% | G = · | H = -8%
Cc1ccc(N2C(=O)N(CC(=O)Nc3ccc(C)cc3C)C(=O)C2C)cc1 (centres undefined)
  A = -11% | B = 3% | C = -3% | D = 4% | E = -1% | F = -14% | G = -1% | H = -9%
CCOCC(=O)Nc1ccc(-c2cn3cccnc3n2)cc1
  A = 2% | B = -8% | C = -3% | D = -6% | E = -2% | F = ? | G = 0% | H = ?
Cc1ccc(NCc2nnc3n2CCCCC3)cc1Cl
  A = 4% | B = -2% | C = 2% | D = 1% | E = 6% | F = · | G = · | H = ·
COc1cccc(NC(=O)CSC2=C(C#N)C(c3ccco3)C3=C(CCCC3=O)N2)c1 (centres undefined)
  A = 1% | B = -13% | C = 1% | D = -8% | E = -23% | F = ? | G = · | H = -3%
N#Cc1nc(COc2ccc(Cl)cc2Cl)oc1N1CCOCC1
  A = -14% | B = -11% | C = 2% | D = 6% | E = -21% | F = ? | G = -21% | H = -9%
CCOC(=O)c1c(C)[nH]c(C(=O)OCC(=O)Nc2cc(C)c(Cl)cc2OC)c1C
  A = 2% | B = -8% | C = -3% | D = -7% | E = -6% | F = 7% | G = · | H = -7%
CCN(CC)S(=O)(=O)c1ccc(C(=O)Nc2nnc(CSC)o2)cc1
  A = -3% | B = 3% | C = 1% | D = 1% | E = 1% | F = -4% | G = 5% | H = -3%
N=C(N)SCc1ccc(O)c([N+](=O)[O-])c1
  A = 1% | B = ? | C = -3% | D = -7% | E = -27% | F = · | G = -2% | H = -5%
CCN(C(=O)CN1CCN(c2ccc(O)cc2)CC1)c1c(N)n(Cc2ccccc2)c(=O)[nH]c1=O
  A = -2% | B = 28µM* | C = -4% | D = ? | E = -27% | F = ? | G = -3% | H = 6%
COc1ccc2nc(Cl)c(/C=N/Nc3ccccn3)cc2c1
  A = -6% | B = ? | C = -1% | D = -3% | E = -19% | F = 0% | G = · | H = -4%
CC[C@H](C)NC(=O)c1ccc(Cn2c(=S)[nH]c3c([nH]c4ccc(OC)cc43)c2=O)cc1
  A = 3% | B = -13% | C = 9% | D = ? | E = -11% | F = 7% | G = ? | H = 6%
CCOc1ccccc1NC(=O)Cn1c(=O)n(Cc2ccc(OC)cc2)c(=O)c2oc3ccccc3c21
  A = 0% | B = 8% | C = -2% | D = 0% | E = -4% | F = · | G = · | H = ·
CCCOc1ccc(/C(O)=C2/C(=O)C(=O)N(CCCN3CCOCC3)C2c2ccncc2)cc1 (centres undefined)
  A = 2% | B = ? | C = 1% | D = ? | E = -28% | F = ? | G = ? | H = ?
N/C(=N\OC(=O)COc1ccc(Cl)cc1Cl)c1ccncc1
  A = -7% | B = ? | C = -1% | D = -8% | E = -30% | F = 0% | G = 28% | H = -1%
CN(C(=O)c1ccc(=O)n(Cc2ccc(Cl)cc2)c1)c1ccccc1
  A = 2% | B = -6% | C = 1% | D = 0% | E = -6% | F = 14µM* | G = · | H = 3%
CC1(C)CC(=NNC(=O)c2n[nH]c3c2CCC3)CC(C)(C)N1
  A = 0% | B = 0% | C = 11% | D = 8%[2.34 µM] | E = 7%[2.34 µM] | F = ? | G = 1% | H = 0%
CC1(C)CN2C(=O)c3ccccc3C2(C)S1 (centres undefined)
  A = -2% | B = -10% | C = -6% | D = 3% | E = -3% | F = 1% | G = -13% | H = 7%
COC(=O)c1ccc(C(NC(=O)OCc2ccccc2)/C(F)=C/[C@@H](C)C(=O)N[C@@H](CO)Cc2ccccc2)cc1 (some centres undefined)
  A = 1% | B = -6% | C = -4% | D = -6% | E = -9% | F = -6% | G = · | H = -1%
O=C(COc1ncnc2c(Cl)cc(Cl)cc12)NC1CCCCCC1
  A = -8% | B = 3% | C = -1% | D = 0% | E = -4% | F = -1% | G = -6% | H = 1%
CCOC(=O)CSc1n[nH]c(NC(=O)CC)n1
  A = -8% | B = -12% | C = 4% | D = ? | E = -9% | F = -6% | G = -13% | H = 10%
CSc1ccc(S(=O)(=O)NC2CCCCC2)cc1
  A = -14% | B = -14% | C = -2% | D = -22% | E = -21% | F = ? | G = · | H = 3%
CCn1cc(C(=O)NCCc2ccccc2)c(=O)c2cc(S(=O)(=O)N(C)C3CCCCC3)ccc21
  A = -3% | B = -8% | C = -1% | D = -2% | E = -17% | F = · | G = · | H = ·
COc1cccc(C2CC(=O)Nc3c2c(=O)[nH]c2ncnn32)c1 (centres undefined)
  A = 7% | B = -2% | C = -6% | D = -2% | E = -6% | F = 12% | G = · | H = 5%
CN(C)CC1CCCCC1OC(=O)/C=C/c1ccc(Cl)cc1Cl (centres undefined)
  A = -3% | B = -12% | C = -1% | D = -13% | E = -10% | F = 1% | G = · | H = -1%
Cc1ccc(-c2cc(C(=O)O)c3ccccc3n2)c(C)c1
  A = 4% | B = 1% | C = -5% | D = 4% | E = 2% | F = · | G = 11% | H = -4%
COc1ccc(NC(=O)/C(=C\c2ccc(OS(=O)(=O)c3ccc(C)cc3)cc2)NC(=O)c2ccccc2)cc1
  A = 5% | B = 11% | C = 1% | D = ? | E = -14% | F = 1µM* | G = 2% | H = 3%
CCn1cc(/C=C(\NC(=O)c2ccc(OC)c(OC)c2)C(=O)NCCCO)c2ccccc21
  A = -4% | B = -5% | C = 0% | D = -1% | E = -9% | F = -8% | G = · | H = 5%
COc1ccc(Cl)cc1NC(=O)CSc1nnc(C)n2c1cc1sccc12
  A = 2% | B = 12% | C = 0% | D = -6% | E = 11% | F = · | G = · | H = ·
Cc1cc(C)cc(NS(=O)(=O)c2ccc(NC(=S)NC(=O)c3cccs3)cc2)c1
  A = 7% | B = -5% | C = 1% | D = ? | E = ? | F = 10µM* | G = -18% | H = 4%
CNC(=O)CSCc1cnn(-c2ccccc2)c1-n1cccc1
  A = -22% | B = -5% | C = -1% | D = 1% | E = -9% | F = 9% | G = · | H = 3%
CC(C)(C)NC(=S)NC(=O)C12CC3CCC(CC(C3)C1)C2
  A = -2% | B = -9% | C = 5% | D = -10% | E = -9% | F = ? | G = 10% | H = 3%

Taken from the entries so far (5 entries):
Abbreviations: A = TRb SRC2 PPI; B = Tau fibril ThT; C = TR SRC2 fluor cs; D = Tau fibril FP; E = Tau fluor cs; F = ALDH1A1 block; G = L3MBTL1 inh; H = aGal spleen mod
N/C(=N\OC(=O)COc1ccc(Cl)cc1Cl)c1ccncc1
  A = -7% | B = ? | C = -1% | D = -8% | E = -30% | F = 0% | G = 28% | H = -1%
CN(C(=O)c1ccc(=O)n(Cc2ccc(Cl)cc2)c1)c1ccccc1
  A = 2% | B = -6% | C = 1% | D = 0% | E = -6% | F = 14µM* | G = · | H = 3%
CC1(C)CC(=NNC(=O)c2n[nH]c3c2CCC3)CC(C)(C)N1
  A = 0% | B = 0% | C = 11% | D = 8%[2.34 µM] | E = 7%[2.34 µM] | F = ? | G = 1% | H = 0%
CC1(C)CN2C(=O)c3ccccc3C2(C)S1 (centres undefined)
  A = -2% | B = -10% | C = -6% | D = 3% | E = -3% | F = 1% | G = -13% | H = 7%
COC(=O)c1ccc(C(NC(=O)OCc2ccccc2)/C(F)=C/[C@@H](C)C(=O)N[C@@H](CO)Cc2ccccc2)cc1 (some centres undefined)
  A = 1% | B = -6% | C = -4% | D = -6% | E = -9% | F = -6% | G = · | H = -1%

Screening results from PubChem.
